Scp1 inh = Scp-1 (human) phosphatase inhibition. inhibition, % at 20 µM. AID 493091. Recombinant Scp1, phosphopeptide, malachite green phosphate absorbance. hit rate 0.88% among 340,000. Q9GZU7;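 active means inhibition above about 50% at 20 µM, limit read from the data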;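 further: plate controls were DMSO wells with enzyme for no effect and wells lacking enzyme for full effect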
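Material – SCP-1 phosphatase catalytic domain, residues 76-261 · Buffer or medium – Acidic Tris acetate buffer with magnesium and detergent · Also added – Phospho 17-mer peptide substrate · Compound – single 20 µM dose, 1% DMSO · Times – 45 min room-temperature reaction, 5 min colour, 30 min stabiliser · Technique – Phosphate-binding colour reagent, absorbance read at 630 nm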
SUMO1-SIM PPI = SUMO1-SIM interaction modulation; hit rate 0.33% among 360,000; AID 602429; P63165; SUMO1 binding to a labelled peptide, TR-FRET, 1 h; inhibition, % at 20 µM; in the data active means inhibition above about 37%
Tb MetRS inh = blocks T. brucei methionyl-tRNA synthetase activity; AID 624268; purified T. brucei MetRS, ATP depletion, Kinase-Glo luminescence; hit rate 0.4% among 360,000; inhibition, % at 11.9 µM;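 active means inhibition above a per-plate cutoff of the control wells' mean inhibition plus 3 SD, cut at about 5.5% in these data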;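 further: 0% = DMSO wells median and 100% = median of wells with control inhibitor compound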
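Dosing: 11.9 µM single point; system: parasite MetRS enzyme; technique: luminescence of leftover ATP; times: 15 min enzyme-compound preincubation, 2 h reaction, 10 min detection, 25 °C; replicates: each compound tested once; read-out basis: percent inhibition relative to median high and low control wells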
LMPTP inh = blocks human LMPTP phosphatase | P24666 | recombinant LMPTP-A, OMFP fluorogenic substrate, fluorescence intensity | inhibition, % at 20 µM | hit rate 0.22% among 360,000 | AID 651560;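 active means compounds that cut the enzyme signal by at least half of the control window in the single-dose screen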;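 further: plate controls were DMSO wells with enzyme plus substrate for no effect and substrate without enzyme for full effect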
Target sequence (P24666 whole entry, looked up): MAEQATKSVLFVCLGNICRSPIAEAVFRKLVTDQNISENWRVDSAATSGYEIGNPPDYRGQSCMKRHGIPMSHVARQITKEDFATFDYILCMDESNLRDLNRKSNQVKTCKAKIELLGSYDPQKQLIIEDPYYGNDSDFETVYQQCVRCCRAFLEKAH
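Test system – LMPTP-A enzyme · Amount – LMPTP-A at 0.625 nM final in the reaction · Buffer or medium – Bis-Tris pH 6.0, DTT, detergent · Reagent – OMFP 400 µM · Doses – single 20 µM dose · Schedule – reaction 50 min, room temperature, dark · Detection – fluorescence intensity of OMFP turnover product · Evaluation – percent inhibition versus substrate-only and uninhibited controls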
STEP inh = STEP (human) phosphatase inhibition; P54829; recombinant STEP, OMFP fluorogenic substrate, fluorescence; inhibition, % at 20 µM; hit rate 0.25% among 360,000; AID 588621;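 active means inhibition at 20 µM, scaled per plate between control wells, above about 37%, limit read from the data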;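 further: 0% = DMSO with enzyme and substrate and 100% = substrate only without enzyme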
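System: STEP phosphatase, cell-free reaction; Buffer or medium: Bis-Tris pH 6.0 buffer with DTT, detergent; Incubation: 20 min at room temperature, dark; Measured by: fluorescence, 480/540 nm.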
eLon inh = E. coli protease La inhibition; P0A9M0; purified E. coli Lon protease, fluorescence polarization; inhibition, % at 7.94 µM; hit rate 0.42% among 360,000; in the data active means inhibition above about 13%, passing the limit was not always enough;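 further: 0% = enzyme with probe and DMSO and 100% = no enzyme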
Target sequence (P0A9M0 whole entry, looked up): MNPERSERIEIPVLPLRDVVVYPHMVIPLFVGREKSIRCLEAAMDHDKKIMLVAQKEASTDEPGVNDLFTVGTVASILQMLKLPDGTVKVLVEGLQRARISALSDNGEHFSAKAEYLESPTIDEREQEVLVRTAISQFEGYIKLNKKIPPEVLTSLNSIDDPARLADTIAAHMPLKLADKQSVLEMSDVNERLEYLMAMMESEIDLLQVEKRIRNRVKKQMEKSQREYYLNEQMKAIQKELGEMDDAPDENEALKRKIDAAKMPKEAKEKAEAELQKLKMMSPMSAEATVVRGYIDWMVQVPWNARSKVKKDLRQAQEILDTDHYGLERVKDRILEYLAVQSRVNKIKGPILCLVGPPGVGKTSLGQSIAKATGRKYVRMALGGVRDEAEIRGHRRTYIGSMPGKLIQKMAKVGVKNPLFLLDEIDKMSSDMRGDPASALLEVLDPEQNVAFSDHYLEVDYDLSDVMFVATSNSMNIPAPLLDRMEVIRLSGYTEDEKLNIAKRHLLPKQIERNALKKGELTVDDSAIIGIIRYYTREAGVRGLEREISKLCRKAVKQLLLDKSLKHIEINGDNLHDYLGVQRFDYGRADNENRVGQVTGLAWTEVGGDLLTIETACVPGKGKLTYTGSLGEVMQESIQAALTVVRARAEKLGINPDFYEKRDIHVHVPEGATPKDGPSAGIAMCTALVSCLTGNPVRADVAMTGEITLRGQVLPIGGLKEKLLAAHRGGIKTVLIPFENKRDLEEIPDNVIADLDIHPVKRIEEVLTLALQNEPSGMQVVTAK
CendR NRP1 mod = modulators of CendR peptide binding to human neuropilin-1; O14786; FAM-RPARPAR peptide binding to NRP-1, fluorescence polarization; inhibition, % at 25 µM; hit rate 0.85% among 360,000;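 active means inhibition or corrected inhibition above about 18%, plus a signal ratio from 0.5 to 1.5, limit read from the data, passing the limit was not always enough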; further: strong numbers were not always called active
DNMT1 inh = inhibitors of human DNMT1; DNMT1 molecular beacon, Hinp1I cleavage, fluorescence; AID 588458; hit rate 0.83% among 360,000; inhibition (reported as % activation of signal), % at 10 µM; in the data active means inhibition above about 50%
MsrA act = activates bovine MsrA enzyme; purified bovine MsrA, absorbance read-out; activation, % at 10.6 µM; hit rate 0.3% among 360,000; AID 602163; in the data active means activation above about 7.5%;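 further: 0% = vehicle and 100% = reference activator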
MsrA inh = bovine MsrA inhibition | purified bovine MsrA, absorbance read-out | inhibition, % at 15.5 µM | hit rate 0.75% among 360,000 | AID 651718; in the data active means inhibition above about 4.5%;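 further: 0% = vehicle wells with enzyme and 100% = reference inhibitor wells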
* = called active by the depositor; . = no result given.

The line under a structure holds: MsrA act, Scp1 inh, STEP inh, SUMO1-SIM PPI, eLon inh, Tb MetRS inh, DNMT1 inh, MsrA inh, CendR NRP1 mod, LMPTP inh
CC(C)CC(=O)Nc1ccc(C(=O)NNC(=S)NC(=O)C2CCCCC2)cc1
→ 4.7, -12.2, 1.0, -1.5, -3.6, -1.4, -1.9, 1.8, -9.2, -1.2
CCCCNc1cc(C)nc(NCc2ccccc2)n1
→ -2.0, -12.7, -0.6, -1.1, -11.6, 0.8, 4.0, ., -11.1, 11.1
CCOc1ccc2ccccc2c1C(=O)N1CCOCC1
→ -2.0, -8.4, 0.2, -10.5, 2.0, 0.3, 0.0, -0.2, -2.4, -0.5
Cc1cc(C)n2nc(C(=O)OCC(=O)N3CCC3)nc2n1
→ -2.7, -4.4, -3.9, 0.6, -5.1, 0.1, 7.5, 2.0, 7.4, 0.9
COc1ccc(CCNC(=O)CSc2nncs2)cc1
→ -3.7, -2.3, -0.6, -2.7, -4.2, 0.0, 1.3, -0.4, -14.5, -0.6
CN(C)c1ccc(NC(=S)NCC2CCCO2)cc1 (centres undefined)
→ -0.5, -3.7, 3.0, -3.8, 0.6, -0.2, -3.5, 0.7, 4.4, -1.4
Cc1ccc(CN2CCNC(=O)C2CC(=O)NC2CCCCCC2)o1 (centres undefined)
→ -3.3, -6.7, 0.3, -1.4, 0.1, -0.1, -2.2, -0.7, 8.5, -0.8
O=C(Nc1nc(-c2ccccc2)cs1)NC1CCCCC1
→ -1.7, -4.3, -0.4, 0.2, -5.3, -0.8, -0.7, -1.1, 8.2, 3.2
Cc1ccc(S(=O)(=O)NC2(C(=O)O)CCCC2)cc1
→ 0.1, -13.3, 2.5, 6.4, 2.2, -0.3, 1.5, -0.2, 12.1, -4.0
O=C(CCC1CCCN(C(=O)COc2ccccc2)C1)N1CCN(c2ccccn2)CC1 (centres undefined)
→ -0.2, -3.7, 3.1, 1.9, 3.6, -0.9, -0.2, -0.4, -13.8, 0.4
C/C(CC(=O)NC1C2CC3CC(C2)CC1C3)=N\NC(=O)Cc1cccs1 (centres undefined)
→ -1.3, -0.9, -2.9, -1.0, 0.8, -0.6, 0.3, -0.2, -7.1, -1.0
O=C(NNC(=O)C1CC(c2cccnc2)=NO1)Nc1cccc(F)c1 (centres undefined)
→ -3.5, -3.6, 2.4, 3.5, 5.9, 0.2, -3.2, -1.3, -2.9, -0.7
CC(=O)NC(=Cc1ccccc1)C(=O)N1CCCC1C(=O)O (centres undefined)
→ -1.1, ., 0.9, 1.3, 3.5, -0.2, -2.5, -1.0, -7.0, -1.9
COc1cc(/C=N/NC(=O)c2sc3ccccc3c2Cl)ccc1OC(=O)c1ccc([N+](=O)[O-])cc1
→ -2.4, -13.9, -0.4, -12.8, 2.9, 0.4, 1.4, -0.1, 3.2, -0.6
COC(=O)c1c(Cc2ccccc2Cl)c[nH]c1C
→ -1.6, -4.0, 1.4, 0.9, -4.7, 0.4, 0.5, -1.2, -4.7, 0.5
COc1cc(CC(=O)N2CCc3ccccc32)cc(OC)c1OC
→ -0.9, -7.8, -2.9, -1.4, 10.6, -0.3, -0.7, 0.8, -2.8, -0.7
C[C@@]12CCC3[C@@](CCC4[C@@]3(C)CCC[C@@]4(C)C(=O)N3CCOCC3)(CC1=O)C2 (some centres undefined)
→ -2.4, -3.0, -0.1, 4.8, -9.5, -0.5, 0.3, 1.2, 12.2, -2.9
O=C1CCCc2c1cc(-c1ccccc1)n2-c1ccccc1
→ -2.1, -4.4, 5.5, -0.3, -1.3, -0.4, 3.5, -0.4, -8.8, 0.8
COc1ccc(CNC(=O)CN(C(=O)c2csnn2)c2ccc(C(C)=O)cc2)cc1
→ -1.3, -2.3, 5.6, 6.6, -0.2, -0.4, 2.2, -0.1, 1.8, 0.1
Cc1cccc(-n2cnc3c(c2=O)c2nc4ccccc4nc2n3Cc2ccco2)c1
→ -2.9, -2.2, 6.2, -8.7, -4.6, -0.6, 9.9, 0.9, -29.1, 4.1
CC(=O)c1c(C)n([O-])c2cc(F)c(F)cc2[n+]1=O
→ -3.9, -2.3, -3.2, -23.1, -3.0, -0.2, -4.5, 1.2, -4.0, -0.9
O=C(N/N=C/c1ccc(F)cc1)c1ccccc1
→ -2.8, -5.5, 1.7, 0.4, -1.2, -0.8, 0.5, 0.0, -5.8, 1.1
CCCCC(Sc1nc(N)c(NC(=O)c2ccco2)c(=O)[nH]1)C(=O)O (centres undefined)
→ -1.8, -8.0, 2.5, 15.0, 2.5, -0.2, -1.0, -0.3, -7.9, -0.2
O=C(Nc1cc(-c2ccccc2)nn1-c1c(Cl)cccc1Cl)c1ccc(F)cc1
→ -2.3, -7.7, -4.7, 0.9, -1.4, -0.3, 4.8, 1.7, 8.9, 1.2
O=C(c1ccccc1)c1ccc(OC(=O)N2CCOCC2)cc1
→ -4.1, -4.0, -1.1, 3.8, -1.6, -0.2, 9.2, 1.3, 3.1, -1.8
CC(C)CNC(=O)NC(=O)COC(=O)c1ccccc1Sc1ccc(C(F)(F)F)cc1[N+](=O)[O-]
→ -2.3, -15.0, 1.2, -18.6, -4.5, 0.4, -1.1, -0.6, 9.2, 1.9
C#Cc1ccc([C@H]2C=C(C(=O)N3CCN(Cc4ccccc4)CC3)O[C@@H](OCc3ccc(CO)cc3)C2)cc1
→ -6.9, 6.1, 1.4, 1.8, -10.7, 0.3, -12.0, 0.5, -9.3, 1.3
O=C(CCCN1C(=O)/C(=C\c2cccs2)SC1=S)NNC(=O)c1cccnc1
→ -4.2, 1.2, 2.4, -22.2, 3.9, -0.1, -4.4, 2.6, -43.9, 1.1
Cc1cc(C)n(CCNC(=O)CCc2nnc(CCc3ccccc3)o2)n1
→ -5.8, -6.0, -3.3, -2.9, 0.2, -0.8, 0.9, 0.2, 13.5, -0.2
Cc1ccc(S(=O)(=O)N2CCCC2C(=O)Nn2cnnc2)cc1 (centres undefined)
→ -0.1, 1.5, -0.4, -0.5, -11.2, -0.8, 0.6, 0.7, 6.2, 0.1
CC(/C=N/n1c(-c2cc(C)[nH]n2)n[nH]c1=S)=C\c1ccccc1
→ 6.9, 2.6, 20.3, -0.5, -8.4, 0.6, 2.6, 0.0, -5.2, -0.9
CCOc1ccc(/C=C2\SC(N3CCCCC3)=NC2=O)cc1
→ -4.4, -3.4, -1.1, -28.6, 3.3, -1.0, 0.8, 2.6, -1.6, -0.1
O=C(Nc1nc(-c2ccc3ccccc3c2)cs1)c1ccc(N2C(=O)CCC2=O)cc1
→ -4.0, -15.3, 5.0, 2.2, -1.6, -0.6, 6.2, 0.2, -16.4, -0.6
N#Cc1c(C(F)(F)F)cc(Cc2ccccc2)nc1SCC(=O)NCC(=O)O
→ -2.6, -3.8, 1.4, -15.9, -2.5, -0.2, -5.6, -1.1, 16.3, -1.4
COc1ccccc1CC(=O)Nc1cccc(C(=O)NN2C(=O)c3ccccc3C2=O)c1
→ -2.9, -7.8, 2.2, -5.9, -8.2, -0.5, -1.2, -0.8, -8.1, -1.2
Cc1onc(-c2c(Cl)cccc2Cl)c1C(=O)NCCc1ccc(S(N)(=O)=O)cc1
→ -6.0, -6.8, -0.7, -1.0, -13.6, -0.7, 0.9, 0.4, -2.6, -1.9
Cn1ccnc1SCC(=O)NC1CCCCC1
→ -2.5, -3.4, -3.7, -0.9, -5.6, -1.5, 1.3, -0.3, 14.6, -0.9
COCCCNC(=O)C(=O)Nc1ccc2c(c1)N(S(=O)(=O)c1cccs1)CCC2
→ -0.5, -8.6, 0.0, 2.5, -7.5, 0.0, 0.8, 1.6, -10.5, -0.7
O=C(NNC1=C(C(=O)C(F)(F)F)CCC1)c1cccc(Cl)c1
→ 3.6, -0.4, 10.6, -1.8, -15.1, -0.8, -3.3, 1.1, 6.5, -1.9
CCCCCC(=O)Nc1cc(S(=O)(=O)N2CCOCC2)ccc1N1CCN(C)CC1
→ -1.2, -4.6, -1.9, 5.0, 4.0, 0.0, 1.6, 1.2, 15.9, -1.5
COc1ccc(CN2CCc3ccccc3C2)cc1Br
→ -3.1, -7.5, 1.0, -0.3, 7.8, -0.4, 2.0, 0.8, -0.6, 0.9
COc1ccc(N=Cc2cc(Cc3ccccc3Cl)cc([N+](=O)[O-])c2O)cc1OC
→ -13.7, 67.2*, -0.3, -20.9, -9.7, -1.6, -5.5, ., -78.8, 1.3
O=C(COC(=O)C1CC1)NC(=O)NCc1ccccc1
→ -6.3, -3.9, 0.4, -2.2, 6.4, -0.2, 3.4, -0.7, -0.8, -0.3
COCCOC(=O)C1=C(C)NC2(O)c3ccccc3C(=O)C12O (centres undefined)
→ -0.7, 1.2, 1.8, -12.7, -5.1, 0.4, -15.9, -1.0, -1.0, -0.6
COc1ccc2c(=O)c(-c3cnn(-c4ccccc4)c3)c(C)oc2c1
→ -1.3, -6.6, -1.1, 7.3, -0.6, -0.1, -0.9, 0.9, -0.4, 2.7
Cc1c(NC(=S)N/N=C/C=C/c2ccccc2)c(=O)n(-c2ccccc2)n1C
→ -5.7, -4.3, -1.7, -11.6, 0.5, 2.6, 0.5, 6.4*, 9.1, 0.4
COCCCNC(=O)/C(C#N)=C/c1c(N2CCN(C)CC2)nc2c(C)cccn2c1=O
→ -2.4, -5.9, -1.5, -27.7, -2.4, 0.0, 0.0, 0.2, 0.4, -2.1
COCCCNC(=O)/C(C#N)=C/c1cc(C)[nH]c1C
→ -3.1, 5.8, 7.9, -6.1, 4.7, -0.1, -0.7, 4.5, -3.0, -0.2
COC(=O)N1CCN(c2ccc(C)cc2)C(C)C1 (centres undefined)
→ -2.2, -4.0, 2.5, -2.2, -6.8, -1.1, -3.6, 0.0, 3.7, -0.9
